APE1 inh: qHTS Assay for Inhibitors of the Human Apurinic/apyrimidinic Endonuclease 1 (APE1). DNA repair nuclease/redox regulator APEX1 (Homo sapiens), P27695. recombinant APE1, TAMRA/BHQ-2 abasic DNA cleavage fluorescence. Potency, µM (titrated, usually from 65.8 µM), for inactives: at the highest dose activity change, negative = inhibition, hits mostly inhibitors. 0.35% of 350,000 active. AID 2517, 2012;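 also: potency is read from the fitted curve at half-maximal effect; plate controls were vehicle for no effect and reference inhibitor for full effect; nearly all actives have a fitted effect of over 55% in size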
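Step 1: APE1 (0.75 nM) with compound, 15 min RT. Step 2: add 50 nM fluorophore/quencher THF duplex. Step 3: three fluorescence reads 60 s apart (525/598 nm); read 3 minus read 1 = reaction progress.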
BLM inh: qHTS Assay for Inhibitors of Bloom's syndrome helicase (BLM) | recombinant BLM DNA unwinding, fluorescence dequenching | 0.2% of 350,000 active | Potency, µM (top dose mostly 56.1 µM), for inactives: top-dose activity change, negative = inhibition, actives largely listed as inhibitors;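 also: potency is read from the fitted curve at half-maximal effect; plate controls were vehicle for no effect and no enzyme for full effect; nearly all actives have a fitted effect of over 35% in size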
Target sequence (P54132 whole entry, looked up): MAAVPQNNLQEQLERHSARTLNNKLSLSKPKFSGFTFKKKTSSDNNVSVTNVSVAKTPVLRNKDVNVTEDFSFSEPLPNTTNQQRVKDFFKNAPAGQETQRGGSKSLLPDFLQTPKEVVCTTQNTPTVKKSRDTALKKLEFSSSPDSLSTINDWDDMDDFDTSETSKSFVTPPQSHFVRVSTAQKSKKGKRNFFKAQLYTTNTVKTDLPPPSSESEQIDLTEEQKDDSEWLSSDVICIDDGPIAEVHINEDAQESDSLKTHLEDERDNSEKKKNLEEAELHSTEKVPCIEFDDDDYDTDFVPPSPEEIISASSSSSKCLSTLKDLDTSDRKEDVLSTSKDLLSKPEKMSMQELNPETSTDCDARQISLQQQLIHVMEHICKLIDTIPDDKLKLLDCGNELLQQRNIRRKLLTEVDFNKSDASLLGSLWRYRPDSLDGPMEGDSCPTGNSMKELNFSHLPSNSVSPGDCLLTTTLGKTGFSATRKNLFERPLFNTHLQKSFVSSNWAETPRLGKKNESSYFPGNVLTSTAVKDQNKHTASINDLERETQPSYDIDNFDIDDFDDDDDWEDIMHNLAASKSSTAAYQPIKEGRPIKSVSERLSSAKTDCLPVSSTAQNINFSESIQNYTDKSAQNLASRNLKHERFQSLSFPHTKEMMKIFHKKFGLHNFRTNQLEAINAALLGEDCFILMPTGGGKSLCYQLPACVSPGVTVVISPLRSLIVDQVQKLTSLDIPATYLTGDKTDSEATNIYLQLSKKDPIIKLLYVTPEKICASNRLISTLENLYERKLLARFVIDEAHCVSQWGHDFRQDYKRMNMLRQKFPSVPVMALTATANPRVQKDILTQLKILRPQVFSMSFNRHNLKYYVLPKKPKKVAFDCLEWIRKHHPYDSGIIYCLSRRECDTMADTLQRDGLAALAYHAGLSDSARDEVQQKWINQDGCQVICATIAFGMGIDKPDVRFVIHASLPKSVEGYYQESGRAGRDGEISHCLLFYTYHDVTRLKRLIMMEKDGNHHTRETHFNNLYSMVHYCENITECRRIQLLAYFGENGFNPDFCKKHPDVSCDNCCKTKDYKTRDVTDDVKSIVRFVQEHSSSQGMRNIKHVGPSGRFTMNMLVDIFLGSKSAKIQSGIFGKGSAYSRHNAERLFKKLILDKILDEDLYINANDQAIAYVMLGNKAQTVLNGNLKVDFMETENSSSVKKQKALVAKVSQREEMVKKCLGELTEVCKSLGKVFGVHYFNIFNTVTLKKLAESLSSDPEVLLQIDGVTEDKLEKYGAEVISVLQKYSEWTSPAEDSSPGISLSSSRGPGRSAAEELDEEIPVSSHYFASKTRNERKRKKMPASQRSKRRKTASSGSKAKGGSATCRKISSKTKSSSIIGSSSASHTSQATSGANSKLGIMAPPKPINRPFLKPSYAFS
Anesthetic bind: qHTS Assay for Identification of Novel General Anesthetics. AID 485281, 2010. 0.074% of 350,000 active. apoferritin/1-aminoanthracene competitive binding, fluorescence. Potency, µM (series often up to 77.5 µM), inactives show at the top dose activity change, negative = displacement, hits mostly inhibitors. Ferritin light chain (Equus caballus), P02791; also: potency is read from the fitted curve at half-maximal effect; % is scaled to controls: 0 for no effect and ±100 for the full control effect; nearly all actives have a fitted effect of over 20% in size
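Read-out: endpoint 1-AMA fluorescence, excitation 380 nm and emission 535 nm, after compounds sit 10 min at room temperature with 10 uM horse-spleen apoferritin in 50% saturated 1-AMA/PBS. Values come from four-parameter Hill fits.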
PGK inhibitor: qHTS Assay to Find Inhibitors of Phosphoglycerate Kinase; PGK/GAPDH coupled, Kinase-Glo luminescence, 60 min; Potency, µM (doses to about 57.5 µM), for the others: at the highest dose activity change, negative = inhibition, hits mostly inhibitors; 0.043% of 380,000 active; also: potency is read from the fitted curve at half-maximal effect; % is scaled to controls: 0 for no effect and ±100 for the full control effect; nearly all actives have a fitted effect of over 60% in size
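Recombinant glycosomal PGK reaction used 1,3-bisphosphoglycerate generated in-well by GAPDH (100nM final) in 100mM TEA pH 7.6, 5mM MgCl2, 0.01% Tween-20. After 60 minutes at room temperature, ATP was read by Kinase-Glo Plus luminescence end-point.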
POLB inh: qHTS Assay for Inhibitors of DNA Polymerase Beta. Pol beta primer extension/strand displacement, fluorescence kinetic. Potency, µM (highest dose often 114 µM), for inactives: at the highest dose activity change, negative = inhibition, usual class: inhibitors. 1.3% of 340,000 active; also: potency is read from the fitted curve at half-maximal effect; % is scaled to controls: 0 for no effect and ±100 for the full control effect
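Kinetic readout of DNA synthesis with strand displacement by Pol beta. Compound and 10 nM enzyme sit 15 min at room temperature; 50 nM substrate starts the reaction, read immediately and at 10 min.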
POLH inh: qHTS for Inhibitors of Polymerase Eta. DNA polymerase eta (Homo sapiens), Q9Y253. Potency, µM (top dose mostly 114 µM), for the others: at the highest dose activity change, negative = inhibition, usual class: inhibitors. 1.2% of 390,000 active. recombinant Pol eta, fluorescent DNA replication assay. AID 588591, 2011; also: potency is read from the fitted curve at half-maximal effect; % is scaled to controls: 0 for no effect and ±100 for the full control effect
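Fluorescent replication assay: 50 nM final substrate added after a 15 min room-temperature compound preincubation with 10 nM enzyme. Signal taken at 0 min and again at 10 min.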
RXFP1 antagonist: qHTS Assay for Antagonists of the Relaxin Receptor RXFP1 | HEK293-RXFP1, relaxin-stimulated cAMP HTRF, 30 min; active compounds read low | activity change, negative = inhibition, % at 57.5 µM | 0.59% of 350,000 active;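 active = activity change of -60% or lower, but not beyond a set lower limit; inconclusive = change between -60% and -40%, or beyond the set limit; inactive = change above -40%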; also: % is scaled to controls: 0 for no effect and ±100 for the full control effect
Pol kappa inh: qHTS for Inhibitors of Polymerase Kappa; 0.53% of 400,000 active; purified Pol kappa, fluorescent DNA synthesis assay, 10 min; Potency, µM (series often up to 107 µM), without a hit: top-dose activity, negative = inhibition, usual class: inhibitors; also: potency is read from the fitted curve at half-maximal effect; % is scaled to controls: 0 for no effect and ±100 for the full control effect
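Enzyme at 10 nM met test compounds for 15 min at room temperature. Substrate addition (50 nM final) began the reaction, which was monitored by fluorescence at 0 and 10 min.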
Pol iota inh: qHTS for Inhibitors of Polymerase Iota. DNA polymerase iota (Homo sapiens), Q9UNA4. 1% of 390,000 active. AID 588590, 2011. Potency, µM (titrated, usually from 115 µM), for the others: at the top dose activity, negative = inhibition, actives largely listed as inhibitors. Pol iota fluorescent replication assay, 10 min; also: potency is read from the fitted curve at half-maximal effect
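Fluorescent replication assay read twice, at 0 min and 10 min after adding 50 nM (final) substrate. Enzyme (10 nM) and compounds were first incubated 15 min at room temperature; enzyme-free buffer wells were negative controls.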
An asterisk follows results filed as active; i = inactive; u = inconclusive; x = no result given; & = joins results of further samples; [ ] = dose if it differs, or a comment. Unless noted, calls follow the shape of the dose curve; as a rule, active = well fitted curve in the direction sought with a large enough effect; inconclusive = small, poorly fitted or top-dose-only effect, or another doubt; inactive = no such curve, though single readings can be large; an effect the other way counts as inactive or inconclusive.

Pol iota inh	POLB inh	Pol kappa inh	PGK inhibitor	BLM inh	Anesthetic bind	APE1 inh	POLH inh	RXFP1 antagonist	structure
-3%	38%	-27%	-6%	-6%	-11%	5%	5%	-11	CCOC(=O)/C=C1\NC(C)(C)Cc2cc(OC)c(OC)cc21
156%[activator]	0%	-8%	4%	-1%	-12%	12%	-22%	6	CN(CC(=O)NCCc1ccc(S(N)(=O)=O)cc1)Cc1ccc(Cl)cc1Cl
0%	40%	-3%	-8%	1%	-10%	2%	-3%	-15	CCN1CCN(C(=O)CCN2C(=O)COc3ccc(C)cc32)CC1
4%	x	-6%	-4%	x	x	-2%	-3%	-2	COc1ccc(Cl)cc1NC(=O)CN1C(=O)NC(C)(Cc2ccc(OC)c(OC)c2)C1=O (stereo not given)
17%	x	6%	17%	x	x	x	-18%	-4	CCn1c(CCNC(=O)c2cccs2)nnc1SCC(=O)c1ccc(OC)cc1
5%	28%	-12%	i	0%	-1%	x	-6%	-21	O=C(NCc1cccs1)c1nn(-c2ccccc2F)nc1CO
-4%	45%	7%	7%	-4%	-7%	x	-11%	6	COc1cccc2c1cc1c(=O)n(CC(=O)N3CCN(c4ccc(F)cc4)CC3)nc(C)n12
29%	2%	-14%	-6%	-9%	1%	3%	-19%	-3	CCc1nn2cc(C(=O)c3cc(C)ccc3O)cnc2c1-c1ccc(F)cc1
29%	x	-16%	-8%	x	x	13%	-5%	-9	COc1ccc(CCNC(=O)c2ccc(OCC(=O)N3CCOCC3)c(OC)c2)cc1
u	11%	0%	i	0%	2%	51%[activator]	-16%	5	NC(=O)CCN(C1CCCCC1)S(=O)(=O)c1cccc2nsnc12
-10%	x	-21%	0%	x	x	-17%	-15%	x	C[C@H](CO)N1C[C@H](C)[C@H](CN(C)CC2CCCCC2)Oc2ccc(NS(=O)(=O)c3ccc(F)cc3)cc2CC1=O
2%	-17%	-24%	0%	-7%	-11%	x	-1%	x	COc1ccccc1CNc1ccc(-c2nc(-c3ccccn3)no2)cc1[N+](=O)[O-]
-25%	u	-23%	0%	-4%	-20%	-12%	2%	-4	O=C(COC(=O)CNC(=O)c1ccc(Cl)cc1Cl)NC1CCCCC1
73%[activator]	x	-12%	6%	x	x	45%	0%	9	O=C(CSc1nnc2ccccn12)NNC(=O)c1ccccc1F
-9%	-7%	-5%	-4%	-6%	u	x	-4%	x	COC(=O)c1ccc(NC(=O)CSc2nc3ccc(OC)cc3[nH]2)cc1
129%[activator]	0%	-12%	-12%	-3%	-4%	2%	-4%	8	CCCCOc1ccc(-c2cnc3ccccc3n2)cc1
29%	x	-20%	-1%	x	x	-1%	-9%	-8	CCCCn1c(N)c(N(CC(C)C)C(=O)c2ccc(S(=O)(=O)N3CCC(C)CC3)cc2)c(=O)[nH]c1=O
52%[activator]	7%	-15%	-8%	-2%	-16%	26%	-14%	-77*	COc1ccccc1NC(=O)c1cccc(N2C(=O)C3C4C=CC(C4)C3C2=O)c1 (stereo not given)
9%	31%	-15%	-3%	-3%	u	-5%	5%	0	CC12CC(NC(=O)N1c1cccc(C(=O)N3CCN(c4ccccc4)CC3)c1)c1ccccc1O2 (stereo not given)
39%[activator]	x	3%	-2%	x	x	10%	-22%	1	O=C(c1ccc(Cl)c([N+](=O)[O-])c1)N1CCN(S(=O)(=O)c2ccc(Cl)cc2)CC1
-4%	1%	-9%	6%	-1%	-10%	1%	-20%	-2	COc1ccc(S(=O)(=O)N2Cc3ccccc3CC2C(=O)Nc2nccs2)cc1OC (stereo not given)
36%[activator]	-2%	0%	4%	-2%	-8%	x	-22%	17	COc1ccc(C2NC(=O)NC(C)=C2C(=O)Nc2ccccc2)cc1OC (stereo not given)
31%[activator]	-7%	-4%	-2%	-3%	-13%	3%	-9%	-5	CCCn1c(-c2ccc(OC)cc2)nc2nc3ccccc3nc21
8%	1%	-14%	4%	1%	34%[activator]	-1%	-2%	1	Cc1cc(C)c2c(N)c(C(=O)N3CCN(c4ncccn4)CC3)sc2n1
78%[activator]	10%	-2%	-9%	-9%	-22%	-9%	-7%	2	COc1ccc(-c2ccc3ccccc3n2)cc1
73%[activator]	7%	3%	-2%	-12%	6%	-7%	-16%	-15	Cc1ccc(C)c(N2CCN(C(=S)Nc3ccc4nc(N5CCOCC5)cc(C)c4c3)CC2)c1
41%[activator]	4%	-2%	13%	-1%	-8%	-6%	-16%	12	COc1ccc(CCCc2nnc(SCC(=O)Nc3nc(C)cs3)n2C)cc1
18%	-1%	-6%	-10%	-3%	-10%	-4%	-13%	-18	COc1ccc(C2=C(O)C(C)N(c3ccccc3)C2=N)cc1OC (stereo not given)
12%	23%	-14%	2%	-1%	-10%	-1%	-26%	3	COc1ccc(N(CCCN2C(=O)c3cccc4cccc(c34)C2=O)C(=O)c2cccc(OC)c2)cc1
u	11%	-37%	-8%	4%	-20%	-3%	8%	x	Cc1cc(C)nc(NS(=O)(=O)c2ccc(Br)s2)c1

Rewritten with tabs: part of the list above.
compound	Pol iota inh	POLB inh	Pol kappa inh	PGK inhibitor	BLM inh	Anesthetic bind	APE1 inh	POLH inh	RXFP1 antagonist
COc1ccc(Cl)cc1NC(=O)CN1C(=O)NC(C)(Cc2ccc(OC)c(OC)c2)C1=O (stereo not given)	4%	x	-6%	-4%	x	x	-2%	-3%	-2
CC12CC(NC(=O)N1c1cccc(C(=O)N3CCN(c4ccccc4)CC3)c1)c1ccccc1O2 (stereo not given)	9%	31%	-15%	-3%	-3%	u	-5%	5%	0

Later entries.
Pol iota inh	POLB inh	Pol kappa inh	PGK inhibitor	BLM inh	Anesthetic bind	APE1 inh	POLH inh	RXFP1 antagonist	structure
3.2µM*	x	5%	i	x	x	-7%	79µM*	x	CCC(COC)Oc1cc(NCc2ccccc2)c2ncn(C(C)C)c2c1 (stereo not given)
-9%	-8%	-10%	-7%	-1%	3%	2%	-2%	u	Cc1ccc(Oc2c(C(N)=O)cc([N+](=O)[O-])cc2[N+](=O)[O-])cc1
18%	23%	2%	i	4%	-11%	x	-2%	-7	Cc1ccc(C)c(Nc2ncnc3onc(C)c23)c1
12%	x	0%	i	x	x	11%	2%	-8	CSc1ccccc1NC(=O)CN(C)C(=O)Cn1c(=O)oc2ccccc21
9%	26%	-14%	-1%	-4%	u	-6%	-1%	5	Cc1ccc[n+](C2C(c3ccc([N+](=O)[O-])cc3)C(C#N)=C([S-])NC2(O)C2CC2)c1 (stereo not given)
13%	-1%	-14%	4%	-5%	-7%	-7%	-2%	14	CSc1ccc(CNc2nnnn2C)cc1
26%	5%	3%	-2%	-4%	-4%	5%	-18%	-12	COc1ccc(-c2nnc(SCC(=O)NCC3CCCO3)n2C)cc1 (stereo not given)
-7%	1%	3%	i	3%&48%	-11%&-15%	u	-8%	x	CCN(CC)CCCCNc1ncc2cc(-c3cc(OC)cc(OC)c3)c(NC(=O)NC(C)(C)C)nc2n1
31%[activator]	0%	9%	i	-2%	-22%	2%	-16%	-10	COc1ccc(C)cc1-n1nnnc1SCC1CCCCO1 (stereo not given)
-5%	-10%	-3%	i	-3%	-3%	-2%	-12%	-5	CC(C)OC(=O)c1cc(NC(=O)C2C3CCC(O3)C2C(=O)O)cc(C(=O)OC(C)C)c1 (stereo not given)
-6%	-7%	-11%	i	1%	1%	-1%	-1%	-7	Cc1ccc(NS(=O)(=O)c2cn(C)cn2)cc1
-6%	3%	14%	-6%	6%	-11%	3%	-9%	10	CCNc1nc(NCC)nc(C(=O)NN)n1
7%	32%	-11%	-3%	-6%	-3%	19%	-6%	-17	O=C1C2C3C=CC(C3)C2C(=O)N1/N=C/c1ccc(-c2ccccc2[N+](=O)[O-])o1 (stereo not given)
1%	16%	-10%	-10%	3%	9%	13%	-10%	34	CC(C)C(NS(=O)(=O)c1ccc2c(c1)OCCCO2)C(=O)O (stereo not given)
7%	17%	-2%	1%	-1%	-14%	0%	-13%	-9	O=C1CCCCCN1C(=O)c1cccc(C(=O)N2CCCCCC2=O)c1
6%	1%	-11%	-5%	-1%	0%	-2%	-1%	13	COc1ccccc1NC(=O)NC1(C(=O)N2CCCCCC2)CCCCC1
7%	0%	6%	i	1%	-5%	-1%	-9%	-5	O=C(O)CCC(=O)OCC1CCCO1 (stereo not given)
2%	-19%	-14%	6%	14%	-18%	1%	2%	-3	O=c1c2[nH]c3ccccc3c2ncn1CCN1CCNCC1
12%	-23%	-10%	3%	1%	-9%	-8%	-27%	-3	Cc1ccc(NS(=O)(=O)c2cc(C(=O)NCCSC3CCCCC3)ccc2C)cc1
11%	24%	-1%	-5%	0%	-3%	12%	-12%	2	Cn1nnnc1SCC(=O)N1c2ccccc2Sc2ccccc21
62%[activator]	17%	3%	4%	-2%	-16%	64%[activator]	2%	4	COc1cccc(CNC(=O)c2cccs2)c1
u	2%	-18%	-10%	-11%	-11%	-8%	-19%	4	COc1ccc(N)cc1-n1c(C)ccc1C
15%	u	-11%	0%	-4%	-11%	11%	-21%	2	CCN(CC)CCNC(=O)c1ccc(NC(=O)c2cccc(S(=O)(=O)N3c4ccccc4CC3C)c2)cc1 (stereo not given)

Record cards (already shown). Values in the order: Pol iota inh	POLB inh	Pol kappa inh	PGK inhibitor	BLM inh	Anesthetic bind	APE1 inh	POLH inh	RXFP1 antagonist
O=C1CCCCCN1C(=O)c1cccc(C(=O)N2CCCCCC2=O)c1 in the list: 7%	17%	-2%	1%	-1%	-14%	0%	-13%	-9
CSc1ccccc1NC(=O)CN(C)C(=O)Cn1c(=O)oc2ccccc21 in the list: 12%	x	0%	i	x	x	11%	2%	-8
COc1ccc(C)cc1-n1nnnc1SCC1CCCCO1 (stereo not given) in the list: 31%[activator]	0%	9%	i	-2%	-22%	2%	-16%	-10

An excerpt (hit frequency here may not be typical).
